miR-122 sensor: blocks miR-122 activity in Huh7 sensor cells; Huh7 miR-122 Renilla luciferase sensor, 48 h; neutral wells = 0, positive control = 100; activation (reporter increase), % at 12.5 µM; 340,000 compounds, 0.3% hits;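 active = mean replicate activation score at least 90 and every replicate individually at or above 90; inconclusive = only one of the two criteria met; inactive = neither criterion met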;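 note: higher luciferase means less miR-122 activity so hits act as miR-122 inhibitors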
DENV2 CPE rescue: inhibitors of DENV2 cytopathic effect. DENV2-infected cells, cytopathic effect rescue, plate reader. CPE inhibition, % at 9.99 µM. 350,000 compounds, 1.7% hits; in the data active = CPE inhibition above about 20%, passing the limit was not always enough; inconclusive = no clear call, values can overlap the other calls; tested in BHK-21 cells;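 note: 0% = median of neutral control wells and 100% = median of positive control wells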
INS-1E GSIS act: GLuc luminescence reporter in INS-1E cells, primary screen for activators of glucose-dependent secretion of insulin. activation, % at 16.6 µM. INS-1E GLuc reporter insulin secretion, 2-3 h. 370,000 compounds, 0.61% hits;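 active = lowest replicate activation of at least 40%, so every replicate reaches that level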;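 note: 0% = median of neutral control wells and 100% = median of IBMX positive control wells; some compounds called inactive have numbers as strong as hits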
FN deposit inh: fibronectin deposition inhibition; AH1F fibroblasts, Alexa488-fibronectin deposition fluorescence, overnight; inhibition, % at 12.6 µM; 350,000 compounds, 0.086% hits; AID 743247;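 active = mean inhibition across replicates of 30% or more, regardless of how many single replicates reach that level; inconclusive = mean under 30% yet at least half of replicates reach 30%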;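 note: positive control wells lacked labelled fibronectin entirely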
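Measured by – fluorescence 485/525 nm · System – AH1F fibroblast monolayer, labelled fibronectin deposition · Amount – 10000 cells per well · Buffer or medium – serum-reduced DMEM (2% serum) · Doses – single dose, pinned · Also added – fluorescent fibronectin at 24 nM final · Schedule – 1 h cell attachment, overnight exposure to compound and label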
PAX8 reporter: inhibitors of PAX8 transcriptional activity in RMG-I cells; inhibition, % at 12.6 µM; 360,000 compounds, 1.2% hits; AID 652154; RMG-I TPO-luciferase reporter, SteadyGlo, 24 h;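 active = mean replicate inhibition at least 60% with every replicate also reaching 60%; inconclusive = only one of the two criteria is met; inactive = mean below 60% and not all replicates reaching 60%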;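 note: luciferase light reporting Pax8 driven TPO promoter activity; plate controls were median of neutral control wells for no effect and mitoxantrone controls for full effect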
F508del corr: CFTR F508del correction in bronchial cells; CFBE cells, YFP halide quenching; stimulated with forskolin plus potentiator P3; % fluorescence drop versus neutral controls; activity (quench increase), % at 7.58 µM; 350,000 compounds, 0.36% hits; AID 720511;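 active = mean added fluorescence quench of at least 8% versus neutral control, with both replicates also reaching 8%; inconclusive = only one of the mean or replicate conditions met; inactive = mean below 8% and not both replicates reaching 8%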;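 note: cells transiently co-express mutant CFTR-F508del with the halide-sensitive YFP; corrector assay measuring rescue of mutant channel to the surface after 24 h compound exposure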
EWS-Fli block: inhibitors of EWS/Fli oncoprotein transcriptional activity; A673 NR0B1-luciferase reporter, viability-normalised; inhibition, % at 12.6 µM; 350,000 compounds, 0.67% hits;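 active = mean inhibition of at least 50% after viability correction, with every replicate also passing that limit; inconclusive = mean reaches 50% but only one of two replicates passes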;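 note: firefly luciferase signal divided by Alamar Blue viability fluorescence both relative to DMSO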
* hit, by the source's call; ? = inconclusive; / = no result given; [ ] = remark or other dose.

Order of results: miR-122 sensor	DENV2 CPE rescue	INS-1E GSIS act	FN deposit inh	PAX8 reporter	F508del corr	EWS-Fli block
> Cc1cc(C)nc(N2CCCC(C(=O)NCc3cccs3)C2)n1 (stereo not drawn)
 : -7	5	7	/	/	-2.7	-1
> COc1cc(NC(=O)c2cccnc2SC)cc(OC)c1OC
 : /	1	-5	-1	-16	-1.4	7
> O=C(C[C@@H]1C[C@H]2c3cc(NC(=O)Nc4ccccc4)ccc3O[C@H]2[C@H](CO)O1)NC1CCCC1
 : -2[16.7 µM]	3	-4	2	9	-6.1	-10
> COc1cc(CN2CCN(CCOCCO)CC2)cc(OC)c1OC
 : -4	/	26	2	/	/	/
> CC(C)NC(=O)CCCC(=O)NC(C)C
 : -3	-4	-1	5	7	/	7
> COc1ccc(-c2nn(-c3ccccc3)cc2/C=C\C(=O)Nc2ccc(C(=O)O)cc2)cc1
 : -7	1	-5	-24	9	-0.2	3
> C=CCn1c(=NC(=O)c2ccco2)sc2cc(C(=O)OCC)ccc21
 : 4	/	32	9	-27	/	/
> CS(=O)(=O)c1ccc(NS(=O)(=O)c2ccc(Cl)c(C(=O)NC3=NCCS3)c2)cc1
 : /	10	-6	1	-12	-3.1	-11
> COc1ccc(CCNC(=O)c2ccc(CN3CCC(Cc4ccccc4)CC3)cc2)cc1OC
 : /	-1	-8	10	15	/	4
> Cc1ccc(C)c(S(=O)(=O)NCC(c2ccco2)N2CCc3ccccc3C2)c1 (stereo not drawn)
 : /	-5	-7	4	-7	2.2	-3
> O=C(NCCCN1CCCC1=O)NC12CC3CC(CC(C3)C1)C2
 : -3	/	/	-10	1	/	/
> COc1cc(/C=N/Nc2cc(C)nc(N)n2)ccc1O
 : -9	3	15	7	-15	-0.4	-62
> Cc1nc2c(OCc3ccc(C#N)cc3)cccn2c1N(C)Cc1cccs1
 : -1	-5	-10	-3	-13	0.6	9
> Cc1nn(C)c(C)c1/C=N/NC(=O)CCn1cc([N+](=O)[O-])cn1
 : /	7	1	/	-5	/	72*
> O=C(NC[C@@H]1[C@@H](c2ccccc2)[C@@H](CO)N1Cc1ccccn1)C1CCC1
 : 21[16.7 µM]	2	2	-14	-1	2.0	1
> O=C(CNC1CCCCC1)Nc1cccc([N+](=O)[O-])c1
 : 1	7	22	2	-3	0.8	-7
> COc1cc2c(cc1OC)C(COc1ccc(C(C)C)cc1)NCC2 (stereo not drawn)
 : -1	4	-29	-18	24	2.7	10
> CCOC(=O)C1(Cc2ccc(OC)cc2)CCN(C(=O)c2csc(C)n2)CC1
 : 3	-7	7	-4	2	-0.2	5
> C[C@H](CO)N1C[C@H](C)[C@H](CN(C)S(=O)(=O)c2cccs2)Oc2ccc(NC(=O)CCN3CCOCC3)cc2C1=O
 : 2[16.7 µM]	-6	2	-3	-6	0.9	-1
> Fc1ccc(CNC(=S)Nc2ccccc2Cl)cc1
 : /	/	4	3	14	/	/
> CN(C)C(=O)NC(Nc1cccc([N+](=O)[O-])c1)C(Cl)(Cl)Cl (stereo not drawn)
 : /	-7	-2	-10	-9	/	-9
> O=C(C1CCCCC1)N1C[C@H]2[C@@H](c3ccccc31)[C@H](CO)N2Cc1ccccc1Cl
 : -10[16.7 µM]	-5	-18	/	18	0.4	9
> Cc1ccc(-c2cc(C(F)(F)F)n3nc(C(=O)Nc4ccon4)cc3n2)cc1C
 : -16	1	29	1	-20	-1.8	15
> O=C(NCc1cccc(CNC(=O)C(=O)NCC2CCCO2)c1)C(=O)NCC1CCCO1 (stereo not drawn)
 : -1	1	17	3	10	2.1	4
> Cc1noc(C)c1NC(=O)N[C@@H]1CC[C@H](CC(=O)Nc2ccc(-c3ccccc3)cc2)O[C@H]1CO
 : 7[16.7 µM]	-14	-7	5	-10	-4.8	-15
> Cc1ccc(C)c(Oc2ccc(S(=O)(=O)N3CCN(C)CC3)cn2)c1
 : /	-7	-10	8	7	0.2	0
> c1cnn(-c2nc(N3CCOCC3)nc(N3CCOCC3)n2)c1
 : 1	/	/	1	21	/	/
> O=C(OCc1nc2scc(-c3ccccc3)c2c(=O)[nH]1)c1cc([N+](=O)[O-])ccc1Cl
 : /	0	18	0	-10	/	-3
> O=C(NCC[C@@H]1CC[C@@H](NS(=O)(=O)c2cccc(F)c2)[C@H](CO)O1)C1CCCCC1
 : /	2	-1	10	-8	-4.7	-5
> O=c1cc(CSc2ccccc2)nc(-c2ccccc2)[nH]1
 : 2	1	26	-19	-12	-0.3	-3
> COC(=O)c1ccc(NC(=S)NNC(=O)c2ccccc2)cc1
 : /	2	-5	3	-46	-0.9	-1
> CCCN1[C@@H]2c3ccc(-c4ccccc4OC)c(=O)n3C[C@H]1[C@H](CO)[C@H]2C(=O)N1CCOCC1
 : /	-3	0	/	2	-1.8	-17
> O=C(N/N=C\c1ccc(Br)cc1)c1ccc(Cn2cccn2)o1
 : /	-3	-2	1	-27	-1.2	-37
> C[C@@H]1CN([C@@H](C)CO)C(=O)c2c(c3ccccc3n2C)-c2ccccc2CO[C@H]1CN(C)C(=O)[C@@H](Cc1ccccc1)N(C)C
 : /	-5	5	11	4	0.6	9
> O=c1[nH]nc(SCc2nc3ccccc3s2)n1C1CC1
 : 22	2	-6	7	-29	5.7	-44
> O=C(c1ccco1)N1CCCC(c2ccccc2)C1 (stereo not drawn)
 : -3	/	/	4	-24	/	/
> Clc1ccc(CSc2nnc3ccccn23)c(Cl)c1
 : /	/	4	3	-86	/	/
> CCc1ccc(C(=O)NC(=S)Nc2ccc(N3CCOCC3)cc2)cc1
 : /	-7	3	-1	-1	3.7	-14
> CCOC(=O)N1CCN(CC(=O)c2ccc3c(c2)CCN3)CC1
 : -3	-1	-16	/	/	-0.4	-4
> C[C@@H]1CN([C@H](C)CO)C(=O)c2cc(/C=C/c3ccccc3)cnc2O[C@H]1CN(C)C(=O)Cc1ccccn1
 : -1[16.7 µM]	-12	-21	/	10	4.7	7
> C[C@H]1CN([C@@H](C)CO)C(=O)c2cc(NC(=O)Cc3ccccc3)ccc2O[C@@H]1CN(C)S(=O)(=O)c1cccs1
 : 0[16.7 µM]	-12	-3	/	/	-2.7	-6
> O=C1C(=O)N(CCN2CCOCC2)C(c2ccccc2F)/C1=C(\O)c1ccc(S(=O)(=O)N2CCOCC2)cc1 (stereo not drawn)
 : 0	-7	1	-1	1	-3.9	0
> CC(C)Cn1c(N)c(C(=O)CSc2nc3ncc(Cl)cc3[nH]2)c(=O)n(C)c1=O
 : 9	-13	-2	1	-14	-1.8	13
> Cc1cccc(NC(=O)c2ccc3c(Cl)c4c(nc3c2)CCCC4)n1
 : /	3	7	-14	-167	2.9	14
> C/C=C/c1ccccc1[C@@H]1[C@H](C#N)N(c2nc(CC)cs2)[C@H]1CO
 : /	13	-9	-2	/	-0.9	-9
> COc1ccc(OC)c(CNC(=O)C2CCC(=O)N2C(C)C)c1 (stereo not drawn)
 : -4	-2	14	0	-55	1.1	-2
> COc1cc(C(=O)NNC(=O)c2ccc(NC(=O)C(C)(C)C)cc2)cc(OC)c1OC
 : 3	-1	-4	3	-23	-1.1	-9
> O=C1N=C(N2CCCCC2)S/C1=C/C1=Cc2ccccc2OC1
 : /	5	-8	/	-41	2.8	-16
> Cc1noc(C)c1NC(=O)N(C)C[C@@H]1Oc2ncc(C#CCN(C)C)cc2C(=O)N([C@@H](C)CO)C[C@@H]1C
 : -7[16.7 µM]	25*	1	-4	/	-0.6	-1
> Cc1ccccc1-c1cc2nc(Oc3cccc4ccccc34)n(C)c(=O)c2s1
 : 0	1	0	7	24	-0.4	4
> COc1cccc(S(=O)(=O)Nc2ccc3c(c2)C(=O)N(C)C[C@@H](OC)[C@@H](C)CN[C@H](C)CO3)c1
 : 7[16.7 µM]	22*	14	-8	/	0.1	6
> Cc1nccn1CCOc1ccc(Cl)cc1
 : -2	3	7	-5	-4	0.7	4
> CC(C(=O)N(C)Cc1ccccc1)N1CCN(C/C=C/c2ccccc2)CC1 (stereo not drawn)
 : -1	-3	-9	-2	12	3.6	12
> CC(C)NC(=O)Nc1ccc2c(c1)C(=O)N([C@@H](C)CO)C[C@H](C)[C@@H](CN(C)C(=O)NC1CCCCC1)OCCCC[C@@H](C)O2
 : -4[16.7 µM]	0	5	/	11	-1.6	/
> COc1cccc(CN2CCC3(CC2)CN(S(C)(=O)=O)[C@@H](CO)c2[nH]c4cc(OC)ccc4c23)c1
 : /	?	-1	/	/	-0.6	29
> CCC(=O)N1CCc2cc(Br)cc(S(=O)(=O)NCC3CCCO3)c21 (stereo not drawn)
 : 22	/	/	-22	-6	/	/
> COc1ccc(C(=O)c2ccc(-c3ccc(OC)cc3)nc2)cc1
 : -2	-2	5	-1	-9	0.1	-40
> CO[C@H]1CN(C)C(=O)c2ccc(NC(=O)Nc3ccccc3F)cc2OC[C@@H](C)N(C(C)=O)C[C@H]1C
 : -3[16.7 µM]	-4	2	/	-15	-0.6	0
> NNc1nc2ccccc2c(=O)n1Cc1ccccc1
 : -1	11	-2	-1	34	1.1	-51
> C[C@H](NC(=O)C[C@H]1C=C[C@@H](NC(=O)Nc2ccc3c(c2)OCO3)[C@@H](CO)O1)c1ccccc1
 : /	20	-4	-8	/	1.3	/

Some of the entries so far, as labelled records:
> COc1ccc(OC)c(CNC(=O)C2CCC(=O)N2C(C)C)c1 (stereo not drawn)
  miR-122 sensor = -4; DENV2 CPE rescue = -2; INS-1E GSIS act = 14; FN deposit inh = 0; PAX8 reporter = -55; F508del corr = 1.1; EWS-Fli block = -2

> CC(C(=O)N(C)Cc1ccccc1)N1CCN(C/C=C/c2ccccc2)CC1 (stereo not drawn)
  miR-122 sensor = -1; DENV2 CPE rescue = -3; INS-1E GSIS act = -9; FN deposit inh = -2; PAX8 reporter = 12; F508del corr = 3.6; EWS-Fli block = 12

More results.
Order of results: miR-122 sensor	DENV2 CPE rescue	INS-1E GSIS act	FN deposit inh	PAX8 reporter	F508del corr	EWS-Fli block
> CCOC(=O)N1CCN(S(=O)(=O)c2ccc(-n3cnnn3)cc2)CC1
 : -5	6	6	4	1	-0.1	5
> CN(C)C(=O)C[C@H]1CC[C@@H](NC(=O)Nc2cccc(F)c2)[C@H](CO)O1
 : /	-3	3	5	-16	1.6	4
> O=C(C(Cl)c1ccccc1)N1CCCC1 (stereo not drawn)
 : -5	?	22	2	29	0.3	13
> Cc1ccccc1Nc1nnc(-c2ccc(C(=O)NCCO)cc2)c2ccccc12
 : -6	-4	3	-6	-42	-5.2	0
> Cc1cc(C)nc(N2C(=O)CC(Cc3ccc(Cl)cc3)C2=O)n1 (stereo not drawn)
 : /	-7	-17	0	7	0.9	5
> Cc1cc(-c2cc(NC(=O)Cc3c[nH]c4ccccc34)ccc2N(C)c2cccnc2)ccc1F
 : /	-16	5	-2	12	0.6	9
> CC1(C(=O)OCC(=O)NCc2ccc(Cl)cc2)CC1(Cl)Cl (stereo not drawn)
 : -6	11	-40	7	-6	-5.4	8
